# Rab9 promoter act = qHTS Assay for Rab9 Promoter Activators; Potency, µM (series often up to 9.22 µM), inactives show top-dose activation, negative = inhibition, usual class: activators; Huh7 Rab9 promoter-luciferase reporter, luminescence, 24 h; 2.8% of 320,000 active; AID 485297, 2010; note: % of control where 0% means no effect; nearly all actives have a fitted effect of over 60% in size
#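 Stable Rab9-luc Huh7, 1500 cells/well, 2 h settle; cmpd in DMSO, 24 h, 37 °C/5% CO2; luciferase reagent 10 min RT; luminescence.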
# NPC1 promoter act = qHTS Assay for NPC1 Promoter Activators. Potency, µM (doses to about 9.22 µM), for inactives: at the highest dose activation, actives largely listed as activators. Huh7 NPC1 promoter luciferase reporter, 24 h. 2.4% of 320,000 active;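 note: % of control where 0% means no effect; nearly all actives have a fitted effect of over 60% in size; reporter is driven by a mutant NPC1 promoter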
#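 Compounds in DMSO were transferred onto Huh7 NPC1-luciferase reporter cells pre-incubated 2 h; after 24 h at 37 °C, Amplite reagent was dispensed and luminescence recorded 10 min later.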
# uPA generation = qHTS for Inhibitors of Cell Surface uPA Generation; 0.31% of 330,000 active; Potency, µM (top dose mostly 38.3 µM), for inactives: top-dose activity change, negative = inhibition, most hits filed as inhibitors; cell surface uPA generation assay, qHTS; active = well fitted inhibition curve with a large enough effect; inconclusive = small, poorly fitted or top-dose-only effect; inactive = no such curve, though single readings can be large or run the other way; tested in mouse RAW 264.7 cells; note: % is set by controls: 0 for no effect and ±100 for the full control effect; nearly all actives have a fitted effect of over 55% in size
# p53 reactivation = qHTS assay for re-activators of p53 using a Luc reporter; H1299 p53-A138V BP100-luciferase reporter, luminescence, 24 h; Potency, µM (highest dose often 92.2 µM), for inactives: top-dose activity change, positive = activation, most hits filed as activators; 0.063% of 320,000 active; AID 504706, 2011; note: % of control where 0% means no effect; nearly all actives have a fitted effect of over 45% in size
#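 p53-null H1299 cells stably carrying temperature-sensitive p53-A138V and a BP100-luciferase reporter were pinned with compounds (4-point, 1:5 series) and held 24 hrs at 37 deg C. Luminescence was read 10 min after detection reagent.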
# FLuc counter = qHTS profiling assay for firefly luciferase inhibitor/activator using purifed enzyme and Km concentrations of substrates (counterscreen for miR-21 project). 6.9% of 360,000 active. purified FLuc, Km substrates, luminescence inhibition. Luciferin 4-monooxygenase (Photinus pyralis), P08659. Potency, µM (top dose mostly 57.5 µM), for inactives: top-dose activity change, negative = inhibition, actives largely listed as inhibitors;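 note: plate controls were vehicle for no effect and reference inhibitor for full effect; nearly all actives have a fitted effect of over 55% in size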
# Target sequence (P08659 whole entry, looked up): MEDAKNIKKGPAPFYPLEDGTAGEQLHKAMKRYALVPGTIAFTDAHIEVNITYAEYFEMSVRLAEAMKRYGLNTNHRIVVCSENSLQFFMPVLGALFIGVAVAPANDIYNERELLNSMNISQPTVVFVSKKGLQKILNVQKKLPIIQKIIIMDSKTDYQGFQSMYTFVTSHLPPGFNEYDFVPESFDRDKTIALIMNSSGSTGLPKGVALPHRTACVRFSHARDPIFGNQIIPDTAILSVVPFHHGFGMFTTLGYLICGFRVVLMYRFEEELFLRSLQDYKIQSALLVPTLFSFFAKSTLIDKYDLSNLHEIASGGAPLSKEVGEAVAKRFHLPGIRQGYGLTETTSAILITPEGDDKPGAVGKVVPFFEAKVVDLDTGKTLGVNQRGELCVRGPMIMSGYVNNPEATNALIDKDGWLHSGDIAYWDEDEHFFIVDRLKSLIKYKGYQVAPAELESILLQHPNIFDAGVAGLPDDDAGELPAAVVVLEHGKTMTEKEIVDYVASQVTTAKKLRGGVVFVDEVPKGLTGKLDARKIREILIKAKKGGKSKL
#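 Biochemical qHTS of compounds, final roughly 60 µM downward over six points, against 10 nM purified firefly luciferase using Km concentrations of substrates (10 uM D-luciferin, 10 uM ATP) in Tris acetate pH 7.5 buffer; luminescence output.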
# BRCA1 expr act = qHTS Assay to Identify Small Molecule Activators of BRCA1 Expression. Potency, µM (doses to about 46.1 µM), for inactives: at the top dose activation, actives largely listed as activators. MCF7-BRCA1-FFLuc reporter, luminescence, 48 h; response scale: scaled: vehicle 0%, 10 µM genistein 100%. AID 624202, 2012. 1.1% of 380,000 active; note: nearly all actives have a fitted effect of over 80% in size; some results filed as inactive show a strong effect at the top dose
#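 MCF7 cells carrying a BRCA1-firefly luciferase reporter (2000 cells/well, phenol-red free MEM) were attached for 2 h at 37 °C, then given compounds for 48 h. Luminescence was read 15 min after luciferase reagent; activity normalized to genistein (10 microM) and DMSO.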
# ELG1 genotoxic = qHTS screen for small molecules that induce genotoxicity in human embryonic kidney (HEK293T) cells expressing luciferase-tagged ELG1; Potency, µM (top dose mostly 46 µM), without a hit: at the top dose activity change, positive = activation, usual class: activators; AID 504466, 2011; 1.3% of 330,000 active; HEK293T ELG1-luciferase reporter, luminescence, 16 h; note: % of control where 0% means no effect; nearly all actives have a fitted effect of over 60% in size
#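 Cells (2,000/well) expressing the ELG1-luciferase fusion are dosed by pin tool and kept 16 hr at 37 °C, 5% CO2. Signal comes from ONE-Glo luciferase reagent after 30 min at room temperature.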
# RORgamma inh = qHTS for inhibitors of ROR gamma transcriptional activity; Drosophila S2 Gal4-RORgamma UAS-luciferase reporter, 20 h; Potency, µM (highest dose often 53.6 µM), for inactives: at the highest dose activity change, negative = inhibition, usual class: inhibitors; 5.4% of 310,000 active; AID 2551, 2010; note: % is set by controls: 0 for no effect and ±100 for the full control effect; nearly all actives have a fitted effect of over 60% in size
# Target sequence (P51450 whole entry, looked up, the tested form may be a part): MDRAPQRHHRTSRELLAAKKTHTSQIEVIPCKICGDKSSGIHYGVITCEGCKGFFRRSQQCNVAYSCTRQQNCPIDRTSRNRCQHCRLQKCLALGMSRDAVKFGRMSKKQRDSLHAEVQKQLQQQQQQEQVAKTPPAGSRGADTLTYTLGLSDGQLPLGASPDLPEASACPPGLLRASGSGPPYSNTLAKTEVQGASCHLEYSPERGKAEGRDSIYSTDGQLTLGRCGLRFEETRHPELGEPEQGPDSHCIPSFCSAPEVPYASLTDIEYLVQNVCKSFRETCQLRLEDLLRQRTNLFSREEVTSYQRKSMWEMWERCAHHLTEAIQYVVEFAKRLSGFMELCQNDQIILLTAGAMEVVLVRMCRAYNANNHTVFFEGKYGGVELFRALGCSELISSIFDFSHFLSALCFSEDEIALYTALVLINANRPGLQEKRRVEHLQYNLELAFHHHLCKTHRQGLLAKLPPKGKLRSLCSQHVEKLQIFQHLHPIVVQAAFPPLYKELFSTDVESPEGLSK
#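 In this cell-based reporter format, copper sulfate (700 uM final) drives Gal4–ROR gamma fusion expression from a metallothionein promoter in Drosophila Schneider cells; compounds preincubated 1 hr, reporter read after 20 hr at ambient temperature.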
# VP16 counter = VP16 counterscreen qHTS for inhibitors of ROR gamma transcriptional activity; Drosophila S2 Gal4-VP16 UAS-luciferase, luminescence, 20 h; Potency, µM (titrated, usually from 53.6 µM), without a hit: at the highest dose activity, negative = inhibition, most hits filed as inhibitors; 3.5% of 310,000 active; AID 2546, 2010;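 note: Gal4-VP16 expression switched on by copper sulfate through the metallothionein promoter; % is set by controls: 0 for no effect and ±100 for the full control effect; nearly all actives have a fitted effect of over 50% in size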
# MBNL1-CUG inh = qHTS Assay for Inhibitors of MBNL1-poly(CUG) RNA binding; 0.036% of 280,000 active; Muscleblind-like protein 1 (Homo sapiens), Q9NR56; Potency, µM (doses to about 57.5 µM), inactives show at the highest dose activity change, negative = inhibition, hits mostly inhibitors; AID 2675, 2010; TR-FRET MBNL1-His/biotin-(CUG)12 binding, 665/545 ratio; active = well fitted inhibition curve with a large enough effect in the signal ratio, with a control signal flat, not every such curve was filed as active; inconclusive = small, poorly fitted or top-dose-only effect, or effect the other way, or a change in a side signal; inactive = no such curve, though single readings can be large or run the other way; the % refers to the signal ratio; note: % is set by controls: 0 for no effect and ±100 for the full control effect
#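 MBNL1-His + Biotin-(CUG)12, cpd titration 92 nM–58 uM; Tb anti-His Ab 0.055 ng/ul, SA-XL665 5 nM (final); 60 min RT; ratiometric 665/545 nm, Ex 340 nm; normalized to buffer and full-complex controls.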
# * = called active by the depositor; ? = inconclusive; · = not tested or not shown; & = joins results of further samples; ! = not active in a repeat; [ ] = remark or other dose. Unless noted, calls come from the whole dose curve; as a rule, active = well fitted curve in the direction sought with a large enough effect; inconclusive = small, poorly fitted or top-dose-only effect, or another doubt; inactive = no such curve, though single readings can be large; an effect the other way counts as inactive or inconclusive. Potency is the fitted concentration of half-maximal effect. Not all compounds are listed; count on the stated rates, not on these rows.
SMILES,Rab9 promoter act,NPC1 promoter act,uPA generation,p53 reactivation,FLuc counter,BRCA1 expr act,ELG1 genotoxic,RORgamma inh,VP16 counter,MBNL1-CUG inh
CC1=C2C3OC(=O)C(C)C3CC[C@@]2(C)C=CC1=O (some centres undefined),-12%,-2%,-12%,7%,-2%,0%,-4%,-11%&-2%,19%&-1%,3%
Cc1cc(/C=C2\C(=O)NC(=O)N(c3ccccc3)C2=O)c(C)n1-c1ccc(C(=O)O)c(Cl)c1,0%,-1%,9%,4%,-16%,19%,-1%,-9%,2%,12%
O=c1[nH]c(=O)n(-c2ccc(Br)cc2)c(O)c1C=NCCN1CCCCC1,-2%,1%,3%,3%,0%,0%,2%,-17%,-1%,-13%
CN(C)CCCNCC(=O)Nc1ccc(Cl)cc1C(=O)c1ccccc1,5%,-1%,0%,10%,-1%,-26%,-3%,4%,15%,-16%
Cc1ccc2c(c1Cl)NC(C(=O)O)C1CC(Sc3ccccc3[N+](=O)[O-])C(Cl)C21 (centres undefined),1%,-3%,11%,-1%,-9%,-31%,0%,3%,0%,12%
O=[N+]([O-])c1cc([As](=O)(O)O)ccc1O,-3%,0%,-6%,3%,-1%,18%,-5%,13%,6%,·
CCOC(=O)c1c(N)n(CCN2CCOCC2)c2nc3ccccc3nc12,16%,1%,-2%,-1%,0%,2%,0%,-13%,5%,12%
NP(=O)(OCCCc1ccccc1)Oc1ccc(Cl)cc1 (centres undefined),2%,0%,-8%,·,8%,24%,6%,25%,2%,-3%
CC[C@H](C)/C=C(C)/C=C/C1=CC2=C(Cl)C(=O)[C@](C)(OC(C)=O)C(=O)C2=CO1,·,·,-13%,-1%,·,-9%,3%,·,·,·
CCOc1cc(C=C2C(=O)NC(=O)NC2=O)ccc1OCC(=O)N1CCOCC1,-2%,-2%,7%,-6%,0%,-5%,1%,-2%,4%,-26%
CCCCCCCCCCCCn1ccc(=N)cc1,-53%[inhibitor],-41%[inhibitor],7%,-11%,1%,·,-10%,?,-77%,-11%
O=[N+]([O-])c1ccc(NCc2ccc(Cl)cc2)c2ccncc12,-7%,2%,3%,1%,2%,-91%,-7%,-21%,11µM*,19%
CCOC(=O)c1ccc(N2C(=O)CC(N3CC=C(c4ccc(F)cc4)CC3)C2=O)cc1 (centres undefined),0%,-6%,2%,?,-4%,-12%,-5%,47%,-9%,17%
Cc1ccccc1NC(=O)c1cc(-c2ccccc2)n(CCCN2CCOCC2)c1C,0%,-3%,2%,-7%,-2%,-7%,-3%,-6%,0%,·
NC(=O)OCCCc1ccccc1,·,·,-5%,·,·,-2%,·,5%[10 µM],-3%,·
COc1ccc(CCn2c(O)c(C=NCc3cccnc3)c(=O)[nH]c2=O)cc1OC,0%,1%,-6%,5%,2%,-12%,1%,21%,10%,-1%
CCCCCCCn1c(=O)c(C(=O)Nc2cnccn2)c(O)c2ccccc21,-25%,-35%[inhibitor],-3%,4%,-3%,-49%,-10%,-23%,2%,14%
Cn1c(O)c(C2=NN(C(=O)CCl)C(c3ccccc3)C2)c(=O)n(C)c1=O (centres undefined),2%,-6%,7%,0%,?,-10%,-5%,?,18µM*,·
Nc1c(C(=O)NCCN2CCOCC2)c2nc3ccccc3nc2n1Cc1ccco1,3%,-2%,-2%,-7%,-1%,-29%,3%,0%,0%,?
CCc1c(C(=O)NN2C(=O)C3C4CCC(O4)C3C2=O)csc1C (centres undefined),-4%,1%,2%,22%,?,13%,6%,-2%,11%,0%
CNC(C(=O)c1ccccc1)C(OC)c1ccccc1 (centres undefined),7%,-5%,7%,18%,1%,-21%,0%,3%,0%,2%
CC1CC(C)CN(CC(=O)c2ccc(OC(F)F)cc2)C1 (centres undefined),6%,1%,1%,?,-20%,-27%,0%,-10%,-15%,-4%
COC(=O)C1=C(c2ccc(-c3ccccc3)c(F)c2)C[C@@H]2CC[C@H]1N2C(=O)NCCO,-6%,-5%,-1%,-9%,2%,-11%,-1%,·,·,·
COc1ccc2[nH]c3c(c2c1)CCNC3,-2%[46.1 µM],5%[46.1 µM],-6%,-7%,-1%,3%,?,·,·,·
CC(C)(CN)CC(=O)O,1%,-4%,7%,6%,-2%,0%,2%,17%,-14%,·
CCn1c(C)c(C(=O)O)c2cc(OC)ccc21,8%,-4%,1%,-4%,4%,-23%,-10%,4%,14%,-4%
O=C1NC(=O)C(=Cc2ccsc2)C(=O)N1,-9%,-8%,1%,-11%,?,6%,0%,1%,1%,-3%
Cc1cc(C)cc(N2C(=O)NC(=O)/C(=C\c3cccn3-c3ccc(Cl)cc3)C2=O)c1,10%,-1%,0%,5%,-8%,-69%,29%,?,?,-6%
CC(=O)O[C@H]1CC[C@@]2(C)C(=CC[C@@H]3[C@@H]2CC[C@]2(C)C(=O)CC[C@@H]32)C1,-5%,-3%,-5%,-1%,-1%,2%,?,·,·,·
COc1ccc(CCNCC2CCCO2)cc1 (centres undefined),0%,-1%,-27%,-1%,2%,-17%,0%,-5%,-8%,3%
COc1cccc(Oc2c(C)oc3cc(OC(=O)N(C)C)ccc3c2=O)c1,-3%,4%,·,-3%,4%,2%,9%,15%,0%,-3%
COCCCNC(=O)c1c(NC(=O)c2ccccc2Cl)n(Cc2ccccc2)c2nc3ccccc3nc12,-1%,-1%,2%,-1%,-2%,-15%,-1%,-40%,-7%,?
COc1cc(CN2CCN(c3cc(C)ccc3C)CC2)ccc1O,-3%,-4%,?,6%,0%,0%,2%,-21%,-2%,-8%
COc1c(C)cc(C(=O)C2CCCN(Cc3cnc(C)s3)C2)cc1C (centres undefined),-6%,3%,-4%,0%,0%,-23%,-6%,30%,6%,-2%
O=C1NC(=O)C(=Cc2ccc3ccccc3c2)C(=O)N1,0%,-5%,0%,1%,?,-5%,2%,-14%,6%,-2%
COc1cc(/C=C2/C(=O)NC(=O)N(c3ccccc3)C2=O)ccc1O,-2%,-2%,0%,0%,?,-23%,1%,16%,-2%,-2%[11.5 µM]
CCCCn1c(O)c(C(C)=NCc2cccnc2)c(=O)[nH]c1=O,-1%,-2%,-10%,-2%,-1%,-28%,0%,17%,-6%,2%
CCCC[N+]12C3C[C@H](C4[C@H](O)[C@]5(C[C@@H]41)c1ccccc1N(C)[C@@H]35)[C@H](CC)[C@H]2O (some centres undefined),-4%,0%,3%,-10%,-5%,-30%,-8%,44%,-14%,-5%
Cc1cc(/C=C2\C(=O)NC(=O)N(c3cccc(F)c3)C2=O)c(C)n1-c1cc(C(=O)O)cc(C(=O)O)c1,2%,0%,1%,-2%,?,-8%,1%,-1%,3%,9%
COC(=O)C1C2c3ccccc3OC1(C)N=c1s/c(=C/c3cnn(C)c3)c(=O)n12 (centres undefined),-3%,-1%,-1%,0%,-2%,-22%,-2%,-16%,-6%,25%
CCC1=C(C)C(N2CCOCC2)=NP(N2CCOCC2)(N2CCOCC2)=N1,-4%,-3%,1%,-1%,1%,-20%,3%,-3%,1%,-16%
Cc1nn(Cc2ccccc2)c2c1C(c1ccco1)C(C#N)=C(N)O2 (centres undefined),-5%,4%,-5%,0%,1%,-20%,-3%,7.1µM*,-17%,14%
Cc1ccc2c(Cl)cc(Cl)c(OCC(=O)N(C(C)C)C(C)C)c2n1,6%,-4%,2%,3%,-1%,-18%,-12%,6.3µM*,1%,-2%
Cc1cc(OC(C)C(=O)NCC(O)c2ccccc2)c2c3c(c(=O)oc2c1)CCC3 (centres undefined),5%,-10%,1%,-14%,4%,-7%,4%,-2%,-4%,1%
O=C(O)Cn1cc(/C=C2\C(=O)NC(=O)N(c3ccc(Cl)cc3)C2=O)c2ccccc21,1%,-1%,10%,-4%,?,6%,-1%,-6%,1%,3%
COc1ccc(CNCCc2c[nH]c3ccccc23)cc1OC,-3%,0%,13%,-7%,1%,-10%,-10%,-16%,2%,-4%
Cc1ccc(C)c(NC(=O)CCNC(=O)N2C[C@H]3C[C@@H](C2)c2cccc(=O)n2C3)c1,-3%,-1%,8%,·,0%,-9%,1%,-4%,-8%,6%
N#CC(CCN1CCOCC1)(c1ccccc1)c1ccccc1,-4%,-2%,?,-3%,1%,-1%,2%,5%,-14%,-6%
c1ccc2c(c1)OCC(C1=NCCN1)O2 (centres undefined),-43%[inhibitor][46.1 µM],-33%[inhibitor][46.1 µM],?,7%,-1%,-22%,2%,16µM*!,-1%&28%,5%

# 2 compounds drawn at random from those above, as already listed:
SMILES,Rab9 promoter act,NPC1 promoter act,uPA generation,p53 reactivation,FLuc counter,BRCA1 expr act,ELG1 genotoxic,RORgamma inh,VP16 counter,MBNL1-CUG inh
CCCCn1c(O)c(C(C)=NCc2cccnc2)c(=O)[nH]c1=O,-1%,-2%,-10%,-2%,-1%,-28%,0%,17%,-6%,2%
N#CC(CCN1CCOCC1)(c1ccccc1)c1ccccc1,-4%,-2%,?,-3%,1%,-1%,2%,5%,-14%,-6%

# Bioassay records deposited in PubChem by National Center for Advancing Translational Sciences (NCATS).
